Assay outcomes (PubChem)
SIRT5 inh – SIRT5 desuccinylase inhibitors, primary screen, biochemical, fluorescence imaging, single point, set 5 | NAD-dependent protein deacylase sirtuin-5, mitochondrial (Homo sapiens), Q9NXA8 | 330,000 compounds, 1.1% hits | inhibition, % at 15 µM | AID 652115, 2013 | Purified SirT5, succinyl-peptide AMC, trypsin-coupled fluorescence; in the data active means inhibition above about 15%; inconclusive means no clear call, values can overlap the other calls
Target sequence (Q9NXA8 whole entry, looked up): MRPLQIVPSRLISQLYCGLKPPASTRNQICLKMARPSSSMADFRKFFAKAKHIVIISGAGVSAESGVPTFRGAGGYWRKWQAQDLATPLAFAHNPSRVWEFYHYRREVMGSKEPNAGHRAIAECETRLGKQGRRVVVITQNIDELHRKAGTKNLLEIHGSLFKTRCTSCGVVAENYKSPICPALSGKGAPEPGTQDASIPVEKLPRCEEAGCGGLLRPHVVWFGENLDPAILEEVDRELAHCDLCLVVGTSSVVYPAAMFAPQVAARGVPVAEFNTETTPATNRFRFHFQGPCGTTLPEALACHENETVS
C2C12 statin – suppressors of statin myotoxicity in C2C12 myotubes, primary screen, cell-based, single point, plate reader; C2C12 myotubes + simvastatin, ATP luminescence, 48 h; scaled: DMSO 0, geranylgeraniol control 100; rescue of ATP level, % at 7.49 µM; 330,000 compounds, 0.78% hits; AID 602340, 2012;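 active means mean ATP rescue above about 67%, or every replicate alone reaching that limit, limit read from the data, passing the limit was not always enough; inconclusive means no clear call, values can overlap the other calls; inactive means mean under the limit and some replicate under it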;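 further: myotubes were challenged with 10 µM simvastatin during compound exposure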
E-sel inducer – E-selectin induction in HUVECs, primary screen, imaging, HUVEC, immunofluorescence imaging, single point. AID 686992, 2013. activation, % at 7.58 µM. 260,000 compounds, 0.37% hits. normalized: neutral wells 0, TNF-alpha wells 100;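 active means mean E-selectin-positive cell signal at least 10% of the positive control, reached in at least 60% of replicates, without over 20% cell loss; inconclusive means no rule given, readout overlaps actives, possibly toxicity-flagged; inactive means the rest, including those meeting only one limit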;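 further: in these data hits start at about 27%; measured in HUVEC primary endothelial cells; signal is the percent of cells scored E-selectin positive by PE staining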
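Read-out basis: % PE-positive cells; Test system: HUVEC primary endothelial cells; Technique: immunofluorescence imaging; Dosing: single-point compound dose.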
PglD inh – C. jejuni PglD acetyltransferase inhibitors, primary screen, biochemical, DTNB colorimetric, single point; purified PglD enzyme, DTNB colorimetric CoA detection; inhibition, % at 12.5 µM; 360,000 compounds, 0.098% hits; AID 602405, 2012; in the data active means inhibition above about 16%, passing the limit was not always enough; inconclusive means no clear call, values can overlap the other calls; further: strong numbers were not always called active
ERp5 block – inhibitors of ERp5-driven insulin aggregation, primary screen, biochemical, turbidity, absorbance 650 nm, single point; 90 min; 350,000 compounds, 0.05% hits; Protein disulfide-isomerase A6 (Homo sapiens), Q15084; inhibition, % at 9.99 µM;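 active means mean replicate inhibition above about 25%, with every replicate also reaching it, limit read from the data, passing the limit was not always enough; inconclusive means only one of those two criteria met; inactive means neither criterion met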
Target sequence (Q15084 whole entry, looked up): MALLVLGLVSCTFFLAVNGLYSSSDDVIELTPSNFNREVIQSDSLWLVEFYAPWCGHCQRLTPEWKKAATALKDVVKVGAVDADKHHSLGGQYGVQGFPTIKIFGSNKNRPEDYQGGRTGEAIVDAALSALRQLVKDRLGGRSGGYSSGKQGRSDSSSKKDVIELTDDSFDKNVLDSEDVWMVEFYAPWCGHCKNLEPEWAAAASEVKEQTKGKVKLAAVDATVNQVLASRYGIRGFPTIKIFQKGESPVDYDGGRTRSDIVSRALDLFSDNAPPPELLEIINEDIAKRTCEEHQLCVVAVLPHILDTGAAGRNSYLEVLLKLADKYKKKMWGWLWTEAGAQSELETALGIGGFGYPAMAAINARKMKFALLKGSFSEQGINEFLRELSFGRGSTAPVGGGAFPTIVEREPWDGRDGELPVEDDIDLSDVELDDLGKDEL
S100A4 inh HTS – inhibitors of S100A4-myosin IIA peptide binding, primary screen, biochemical, fluorescence polarization, TAMRA-MyoIIA peptide | Protein S100-A4 (Homo sapiens), P26447 | 360,000 compounds, 0.14% hits | inhibition, % at 10.7 µM | AID 652163, 2013;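 active means mean inhibition of at least 70% across replicates, with every replicate also reaching that level; inconclusive means mean inhibition reaches 70% but some replicates fall short; inactive means mean inhibition below 70%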
Target sequence (P26447 whole entry, looked up): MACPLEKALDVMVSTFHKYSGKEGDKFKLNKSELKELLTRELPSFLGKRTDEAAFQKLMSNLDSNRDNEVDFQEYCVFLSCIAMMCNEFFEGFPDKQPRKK
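Material: S100A4 monomer protein | Medium: HEPES pH 7.2 with CaCl2, KCl, NaCl, DTT, Triton | Reagent: Labelled myosin peptide probe, 5 nM | Doses: One dose per compound | Times: 5 min incubation before reading | Benchmarks: Neutral control DMSO, positive control TFP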
DENV2 CPE rescue – inhibitors of DENV2 cytopathic effect, primary screen, cell-based, plate reader, single concentration | CPE inhibition, % at 9.99 µM | AID 651640, 2012 | DENV2-infected cells, cytopathic effect rescue | 350,000 compounds, 1.7% hits; in the data active means CPE inhibition above about 20%, passing the limit was not always enough; inconclusive means no clear call, values can overlap the other calls; tested in BHK-21 cells;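 further: 0% = median of neutral control wells and 100% = median of positive control wells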
* = called active by the depositor; ? = inconclusive; / = no result given; & = joins results of further samples.

Below each SMILES – SIRT5 inh	C2C12 statin	E-sel inducer	PglD inh	ERp5 block	S100A4 inh HTS	DENV2 CPE rescue
CCCCn1c(=O)[nH]c(=O)c2c(C(=O)OCC)cc(-c3cccs3)nc21
  -62.4	/	/	/	-6.6	-27.4	1.0
CSc1ccc(CNC(=O)C(C)n2nc(C)c3c(C)n(-c4ccccc4)nc3c2=O)cc1 (stereo not given)
  -0.5	-13.6	-0.2	-0.5	/	0.0	-0.7
O=C(C[C@@H]1CC[C@H]2[C@@H](COC[C@@H](O)CN2Cc2cccc(C(F)(F)F)c2)O1)NCc1ccccc1
  3.4	43.3	0.0	-1.7	0.6	7.2	?
CCOC(=O)C1(C)CCCCN1C(=O)c1cccnc1 (stereo not given)
  -1.7	-7.5	-0.2	4.9	-5.7	3.1	-0.4
CCc1ccc(NC(=O)C(=O)NNC(=O)c2cccs2)cc1
  -0.4	-6.3	/	-4.0	-3.1	-6.4	-0.4
COc1cccc(NC(=O)C[C@H]2CC[C@@H]3[C@@H](COc4ccc(NC(=O)C5CCCCC5)cc4C(=O)N3C)O2)c1
  0.8	-50.2	-0.1	-0.5	-2.7	39.7	32.9*
O=C(c1ccco1)N1CCN(C(=O)c2ccc(CS(=O)c3ccc(Cl)cc3)o2)CC1 (stereo not given)
  2.7	-0.1	/	-2.8	7.6	-0.7	-0.3
COCCCN(Cc1ccco1)C(=O)c1cc2c(s1)-c1ccc(Cl)cc1S(=O)(=O)C2
  -8.5	-10.2	/	1.2	4.7	-6.8	-4.4
C[C@H](CO)N1C[C@H](C)[C@@H](CN(C)S(=O)(=O)c2cccs2)OCc2cnnn2CCCC1=O
  -2.6&-1.3	10.5&-3.2	0.7	-3.0&1.4	-15.2&3.6	-2.7&6.1	-0.4&9.4
CCCn1c(=O)c(-c2nc3ccccc3[nH]2)c(O)c2ccccc21
  -4.7	/	0.1	/	4.9	-5.6	4.8
CCOC(=O)C1(CCc2ccccc2)CCN(C(=O)c2cccc(C)n2)CC1
  -4.1	/	/	/	-0.2	0.0	-6.0
Cc1noc(C)c1NC(=O)Nc1cccc2c1O[C@H](CN(C)Cc1ccc(-c3ccccc3)cc1)[C@@H](C)CN([C@H](C)CO)C2=O
  5.3	78.4*	0.1	0.3	3.5	-25.7	11.0
O=c1c2[nH]c3ccc(F)cc3c2nc2n1CCS2
  -9.0	/	/	/	-8.5	-2.5	2.9
CC(/C=N/NC(=O)c1ccc(Br)cc1)=C\c1ccccc1
  -0.7	-55.9	/	3.0	2.2	31.3	/
CC(C)NC(=O)Nc1ccc2c(c1)C(=O)N([C@@H](C)CO)C[C@@H](C)[C@@H](CN(C)C(=O)Nc1ccc(F)cc1)OCCCC[C@@H](C)O2
  -0.5	/	/	3.0	-1.7	-8.3	2.2
COc1ccc(CNc2cc(C)nc3ncnn23)c(OC)c1
  -0.1	42.5	/	5.5	2.4	-3.1	/
CCCC#Cc1ccc([C@@H]2[C@@H](CO)N(S(=O)(=O)c3cccc(F)c3)[C@H]2C#N)cc1
  -2.1	8.2	-0.2	-2.1	0.1	0.1	7.7
COC(=O)N/N=C/c1ccc(-c2ccc(Cl)cc2Cl)o1
  1.0	/	1.5	-1.1	2.3	4.2	14.1
CC(CN1CCCCC1)C(=O)NNC(=O)C12CC3CC(CC(C3)C1)C2 (stereo not given)
  9.2	-4.3	/	0.8	5.6	1.0	-5.2
CNC[C@H]1Oc2c(NC(=O)Nc3ccc(OC)cc3)cccc2C(=O)N([C@H](C)CO)C[C@H]1C
  -2.5	-17.4	-0.1	5.1	1.9	-4.4	1.7
COCC(=O)N1CC2(CCN(C(=O)c3ccccn3)CC2)c2c(n(C)c3cc(OC)ccc23)[C@@H]1CO
  -3.1	/	-0.3	/	1.8	2.1	-0.1
Cc1nc2ccccc2c2oc(C(=O)NC3CC3)cc12
  -0.3	-19.9	-0.5	5.0	-1.2	8.4	-16.3
CCN(CC)C(=O)c1cn(CCC#N)nc1-c1ccc(F)cc1
  4.9	3.1	1.3	5.8	2.4	-4.7	0.0
CCCCCC(=O)NNC(=S)NC(=O)c1ccccc1[N+](=O)[O-]
  -2.5	/	/	/	2.3	4.7	-3.4
COc1ccc(C(=O)/C=C/c2ccc(O)cc2)c(O)c1CC=C(C)C
  5.2	11.5	0.1	-3.4	2.2	1.7	/
O=C(CCc1ccccc1)N/N=C/c1cccc(O)c1
  -3.4	/	/	/	0.5	1.3	/
CC(C)CCC(C)NC(=O)c1ccc2nccnc2c1 (stereo not given)
  7.4	-5.7	5.5	-0.1	2.8	-3.4	0.7
CN1CCN(C(=O)C[C@@H]2C=C[C@@H](NC(=O)c3ccc4c(c3)OCO4)[C@H](CO)O2)CC1
  2.9	-11.4	0.1	0.0	3.0	4.9	0.2
Cc1ccc(C(=O)N2CCN(c3ccc(NC(=O)c4cc(C)cc(C)c4)cc3)CC2)cc1
  -6.8	/	-0.2	5.5	3.2	7.1	5.2
COC(=O)c1cnc(NC(=O)C2(C)CCCN(C(C)=O)C2)s1 (stereo not given)
  -1.3	8.7	0.1	-0.6	0.7	-3.3	-1.0

Remaining list, next part
Below each SMILES – SIRT5 inh	C2C12 statin	E-sel inducer	PglD inh	ERp5 block	S100A4 inh HTS	DENV2 CPE rescue
Cc1noc(C)c1NC(=O)Nc1cccc2c1O[C@@H](CN(C)C(=O)NC1CCCCC1)[C@H](C)CN([C@@H](C)CO)C2=O
  -9.5	14.6	0.0	0.4	-6.3	3.2	-3.1
Cc1sc2c3ccsc3ccc2[n+]1C
  -1.4	/	/	/	3.5	-3.0	7.4
O=C1C(Cc2ccccc2)Nc2ncnc(N3CCOCC3)c2N1Cc1ccccc1 (stereo not given)
  /	6.9&1.4	0.0&-0.2	1.6&0.1	4.3&-3.8	5.5&1.7	?
CN1c2ccc(C#Cc3cccnc3)cc2[C@H]2[C@H](CCN2S(=O)(=O)c2ccc(F)cc2)[C@H]1CO
  /	-54.3	0.0	2.1	1.0	3.3	-9.2
CCOC(=O)C1CCCN(C(=O)c2ccc3c(c2)CCO3)CC1 (stereo not given)
  /	-1.4	0.2	-3.4	-0.3	-4.1	15.3
C[C@H](CO)N1C[C@H](C)[C@H](CN(C)S(=O)(=O)c2cn(C)cn2)OCCCC[C@H](C)Oc2ccc(NC(=O)NC3CCCCC3)cc2C1=O
  -1.8	/	0.0	1.3	3.0	0.3	8.7
CCCCCC(=O)N1CC2(CC(c3cccc(NC(=O)c4ccccc4)c3)=NO2)C[C@@H]1C(N)=O (stereo not given in full)
  /	/	-0.2	-0.9	-6.4	0.0	?
CC(Oc1ccccc1)C(=O)OCC(=O)Nc1ccc2c(c1)OCO2 (stereo not given)
  -5.4	-2.7	0.9	/	7.9	1.8	2.4
COc1ccc2c(c1)C(=O)C1NC(=O)NC(=O)C1(Br)N2 (stereo not given)
  0.0	3.0	0.0	-0.6	-1.8	5.2	1.8
CSCCC(NC(=O)c1ccc([N+](=O)[O-])cc1Cl)C(=O)OCC(=O)N1CCN(C(C)=O)CC1 (stereo not given)
  -0.7	1.7	2.9	2.8	0.6	0.3	-1.3
C[C@@H]1CN([C@@H](C)CO)C(=O)c2cccc(NC(=O)c3nc4ccccc4s3)c2O[C@@H]1CN(C)S(=O)(=O)c1cn(C)cn1
  0.6	-4.0	-0.1	-2.4	0.3	-2.7	-3.7
C[C@@H]1CCCCO[C@@H](CN(C)S(=O)(=O)c2ccccc2)[C@H](C)CN([C@H](C)CO)C(=O)c2cc(NS(=O)(=O)c3ccc(Cl)cc3)ccc2O1
  14.4	/	-0.1	2.7	-4.1	-16.3	-5.4
CCCNC(=O)N(C)C[C@H]1Oc2cc(C#Cc3cccc(F)c3)ccc2S(=O)(=O)N([C@H](C)CO)C[C@H]1C
  10.0	/	0.6	-2.1	-1.4	0.0	-2.5
O=C(Nc1ccc(F)cc1)c1ccc(C(=O)N2CCOCC2)cc1
  -3.6	11.0	-0.1	-1.6	2.2	4.1	-4.4
O=S(=O)(CS(=O)(=O)Oc1ccccc1)Oc1ccccc1
  -2.6	-4.8	-0.1	/	3.2	-2.2	23.5*
O=C(C[C@H]1CC[C@@H]2[C@H](COC[C@H](O)CN2C(=O)c2ccccc2)O1)NCc1cccc(F)c1
  -3.4	-2.1	/	0.3	0.2	-10.3	3.8
CCC(=O)N1[C@H](CO)[C@@H](c2ccccc2)[C@@H]1CN(C(C)C)S(C)(=O)=O
  -1.1	6.3	0.1	-1.6	-1.5	-0.8	-11.4
C[C@@H]1CN([C@H](C)CO)C(=O)c2cc(NC(=O)Nc3ccc(C(F)(F)F)cc3)ccc2O[C@@H]1CN(C)Cc1ccc(C(=O)Nc2ccccc2N)cc1
  0.6	113.2*	20.9	-2.2	-1.8	-1.1	-8.5
O=C(NCc1ccccc1)c1ccc2nnsc2c1
  -1.1	15.2	0.4	-0.1	0.2	-7.0	1.6
CC(=O)N(C)C[C@@H]1Oc2ncc(-c3ccc(C#N)cc3)cc2C(=O)N([C@H](C)CO)C[C@H]1C
  -3.8	4.8	0.1	-3.6	-7.6	-5.5	1.6
O=C(NCC[C@@H]1CC[C@H](NC(=O)C2CCCCC2)[C@@H](CO)O1)c1ccc(F)cc1
  4.8	-1.3	-0.1	-1.6	4.8	-6.1	/
C[C@@H](NC(=O)[C@H]1N[C@H]2c3ccc(C4=CCCCC4)c(=O)n3C[C@H]2[C@@H]1CO)c1ccccc1
  -14.3	-2.9	-0.3	0.8	3.8	-8.4	5.5
CN1C(=O)[C@H](Cc2ccc([N+](=O)[O-])cc2)NC1=S
  -0.9	3.2	-0.2	-1.5	1.2	2.1	-4.3
CN(C)Cc1c(C(C)(C)O)[nH]c2ccc(C(F)(F)F)cc12
  -0.8	8.7	0.1	-0.5	3.7	1.0	-7.5
COc1ccc2c(c1OC)CCC2=O
  /	-2.2	-2.9	2.8	/	/	/
CC(C)NC(=O)N1[C@@H](C#N)[C@H](c2ccc(-c3ccc(F)cc3)cc2)[C@@H]1CO
  -3.0	?	0.2	0.9	4.1	-2.1	3.3
Cc1ccccc1-n1ccnc1SCC(=O)NCC1CCCO1 (stereo not given)
  -1.9	-8.6	-1.6	2.9	-6.6	28.0	-5.7
Oc1cccc2oc(=S)[nH]c12
  -2.2	2.2	-0.3	1.1	3.5	-3.7	1.8
Cc1ccc(CNc2nc(NCC3CC3)nc3ccsc23)c(C)c1
  /	-113.1	-0.2	3.3	-3.7	-0.7	3.5

Three compounds out of the list above, ordered by the number in ERp5 block, ascending:
SMILES	ERp5 block
C[C@@H]1CN([C@@H](C)CO)C(=O)c2cccc(NC(=O)c3nc4ccccc4s3)c2O[C@@H]1CN(C)S(=O)(=O)c1cn(C)cn1	0.3
O=C(C[C@@H]1CC[C@H]2[C@@H](COC[C@@H](O)CN2Cc2cccc(C(F)(F)F)c2)O1)NCc1ccccc1	0.6
Cc1sc2c3ccsc3ccc2[n+]1C	3.5

Not all compounds are listed. The share of hits here may be higher or lower than overall.
